High-throughput results from PubChem BioAssay.
MRP resist rev: MRP-mediated drug resistance reversal; H69AR cells + 2 uM doxorubicin, CellTiter-Glo, 72 h; differential viability (reversal), % at 10 µM; 85,000 tested, 0.04% active;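 active = viability drop by adding the cancer drug above about 55%, with treated viability meeting a 40% cutoff, limit read from the data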;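 also: viability without doxorubicin minus viability with 2 µM doxorubicin for each compound; larger differential means the compound sensitizes cells more to doxorubicin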
Bcl-B TR3 displacers: displacers of TR3 peptide from Bcl-B, primary screen, selectivity assay for Bfl-1 inhibitor project, biochemical, fluorescence polarization; 96,000 tested, 0.11% active; one-dose displacement, % at 20 µM; IC50 in µM for titrated hits; AID 748; FP displacement of FITC-TR3 peptide from Bcl-B; higher % means a stronger effect;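 active = displacement above 50% at 20 µM plus a fluorescence interference ratio under 1.5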;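 also: plate controls were wells without compound for no effect and wells lacking Bcl-B protein for full effect; a part of the inactive calls stands beside numbers as strong as those of hits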
PLAP inhibitors HTS: PLAP enzyme inhibitors, biochemical, luminescence, HTS (AID 690) | purified PLAP, luminescent substrate; higher % means a stronger effect | one-dose inhibition, % at 20 µM; IC50 in µM for titrated hits | 96,000 tested, 0.08% active; in the data active = a potency from the dose series; inactive = the rest, 99 in 100 with inhibition below about 30%; also: strong numbers were not always called active
NFkB transloc inh: blocks IL-1B driven NFkB nuclear translocation in HUVEC cells; HUVEC IL-1B NFkB p65 nuclear translocation imaging; inhibition, % at 2 µM; 94,000 tested, 0.43% active; AID 796;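 active = inhibition above about 30% together with a positive call from visual inspection of the well image, limit read from the data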;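 also: nuclear over cytoplasmic p65 intensity ratio measured by imaging; 0% = IL-1B stimulated DMSO wells and 100% = unstimulated DMSO wells; values of inactives mirror those of a sister screen read the other way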
NFkB transloc pot: enhances IL-1B driven NFkB nuclear translocation; HUVEC IL-1B NFkB p65 nuclear translocation imaging; activation, % at 2 µM; 94,000 tested, 0.3% active;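 active = activation above 40%, about the mean plus 3 SD, also judged a hit on visual image review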;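 also: percent activation is computed from the nuclear over cytoplasmic p65 intensity ratio; values of inactives mirror those of a sister screen read the other way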
MRP resist rev cytotoxicity: also measured in MRP resist rev; calls as there; viability, %; H69AR cells, CellTiter-Glo, 72 h; measured here: cytotoxicity without doxorubicin
MRP resist rev with doxorubicin: second read-out of MRP resist rev, no call of its own (marks repeat the call); viability, %; measured here: viability with 2 uM doxorubicin; stronger effect = lower value
NFkB transloc inh cell count 2 µM: further read-out of NFkB transloc inh, marked with its call; cell count; measured here: cells passing quality filter;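 raw number of nuclei counted in each imaged well without normalization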
NFkB transloc pot cell count 2 µM: further read-out of NFkB transloc pot, marked with its call; cell count; measured here: cells passing quality filter
* hit, by the source's call; / = not tested or not shown. Only part of the results is shown; rates above refer to the full screens.

SMILES | MRP resist rev | MRP resist rev cytotoxicity | MRP resist rev with doxorubicin | Bcl-B TR3 displacers | PLAP inhibitors HTS | NFkB transloc inh | NFkB transloc inh cell count 2 µM | NFkB transloc pot | NFkB transloc pot cell count 2 µM
NS(=O)(=O)c1ccc(CCNC(=O)C2Cc3ccccc3CN2C(=O)c2ccco2)cc1 (configuration not stated) | / | / | / | -6% | -4% | -3 | 196 | 3 | 196
COCCN(C(=O)CNC(=O)c1cccs1)C(C(=O)NC1CCCC1)c1cccs1 (configuration not stated) | 8 | 95 | 87 | 5% | -27% | / | / | / | /
Cc1noc(C)c1COC(=O)c1ccccc1NC(=O)Cc1ccccc1 | 6 | 83 | 77 | 1% | -17% | -15 | 167 | 15 | 167
CCn1cnc2c(cnn2-c2ccccc2)c1=O | -4 | 92 | 95 | 5% | 5% | -5 | 120 | 5 | 120
O=C(CSCC(=O)NCc1ccco1)NCc1ccco1 | 5 | 87 | 82 | -3% | -14% | -9 | 149 | 9 | 149
FC(F)(F)c1nnc(-c2ccccc2)nc1Sc1ccc(Cl)cc1 | / | / | / | 4% | 14% | 0 | 172 | 0 | 172
CC1(C)CC(=O)C(CC(=O)Nc2ccc(S(N)(=O)=O)cc2)=C(O)C1 | 9 | 88 | 79 | / | / | -9 | 83 | 9 | 83
COc1cccc2c1C(=O)c1ccc3ccccc3c1C2=O | / | / | / | -9% | 3% | 6 | 198 | -5 | 198
Clc1ccccc1-c1nnn(Cc2ccc(-c3nn[nH]n3)cc2)n1 | -2 | 89 | 91 | -7% | -16% | -10 | 93 | 10 | 93
Cc1cc(C)n2c(SCc3cccs3)nnc2n1 | / | / | / | 1% | -6% | 5 | 125 | -5 | 125
COc1cc(C)nc(SCC(N)=O)n1 | / | / | / | -2% | -8% | -20 | 152 | 20 | 152
Cc1cccc(N2CCN(C(=O)n3ccnc3)CC2)c1C | -31 | 45 | 76 | 4% | -31% | -12 | 197 | 12 | 197
Cc1cc(N2CCOCC2)n2ncc(-c3ccccc3)c2n1 | -29 | 28 | 57 | 8% | -50% | 6 | 59 | -7 | 59
CCOc1ccc(C(=O)NCC(=O)OC2CCOC2=O)cc1OCC (configuration not stated) | 3 | 95 | 92 | 9% | -21% | -30 | 69 | 30 | 69
O=C(CNCCO)NC12CC3CC(CC(C3)C1)C2 | 4 | 98 | 94 | -5% | 2% | -3 | 171 | 3 | 171
CCOC(=O)c1ccc(-n2c(C)nc3ccccc3c2=O)cc1 | 6 | 95 | 89 | -9% | -29% | 4 | 206 | -4 | 206
COC(=O)c1nc(NC(=O)C(C)C)n[nH]1 | 5 | 103 | 98 | -2% | -22% | -4 | 149 | 4 | 149
COc1ccccc1OCC(=O)NC1CCCCCC1 | 12 | 99 | 87 | 1% | 5% | 3 | 89 | -3 | 89
CCN(CC)c1ccc(NC(=O)c2cccc(C)c2OC)c(C)c1 | 8 | 83 | 74 | -8% | -29% | -26 | 140 | 26 | 140
Cc1ccc2c(c1)c1c(n2CC(O)CNC(C)(C)C)CCCC1 (configuration not stated) | / | / | / | 40% | -46% | -5 | 59 | 5 | 59
CCSc1cc(C)nc2c(-c3ccc(Cl)cc3)c(C)nn12 | -10 | 67 | 77 | 8% | 8% | -19 | 178 | 19 | 178
COc1ccccc1N1CCN(C(=O)c2ccc(CN3CCc4ccccc4C3)cc2)CC1 | / | / | / | 4% | -56% | -3 | 193 | 3 | 193
CCCCCC1CC(CC(=O)NC(=S)Nc2ccc([N+](=O)[O-])cc2)C(=O)O1 (configuration not stated) | -10 | 46 | 57 | / | / | -7 | 152 | 7 | 152
Cc1ccc(S(=O)(=O)N(Cc2ccccc2)c2ccccc2C(=O)NCc2ccco2)cc1 | / | / | / | -5% | 0% | -4 | 147 | -4 | 148
CCC(=O)Nc1cccc(NC(=O)CSc2nnc(-c3ccc(NS(C)(=O)=O)cc3)n2C)c1 | 10 | 102 | 93 | 6% | -2% | -12 | 142 | 12 | 142
CCCCNC(=O)c1ccc2c(c1)N(CC)C(=O)c1ccccc1S2(=O)=O | -12 | 78 | 90 | -8% | -25% | / | / | / | /
OC(c1cccs1)(c1cccs1)C1C[N+]2(CF)CCC1CC2 (configuration not stated) | / | / | / | -3% | 26% | 0 | 143 | 0 | 143
CCNCCNC(=O)c1c(O)c2ccccc2n(CC)c1=O | / | / | / | 3% | -48% | 14 | 185 | -14 | 185
O=S(=O)(c1ccc(OCC(O)CN2CCN(c3ccccc3O)CC2)cc1)N1CCOCC1 (configuration not stated) | 21 | 104 | 83 | 14% | -34% | 4 | 129 | -4 | 129
CCN(C(=O)CSc1ncccc1C(=O)OC(C)C)c1cccc(C)c1 | 0 | 61 | 61 | 15% | -70% | 2 | 165 | -2 | 165
Oc1ccccc1-c1cc(-c2ccccc2)no1 | / | / | / | -10% | -25% | -9 | 84 | 9 | 84
CCOC(=O)c1c(C)nc2c3ccccc3ccn12 | -25 | 42 | 68 | -3% | -56% | -15 | 141 | 15 | 141
COc1ccc(C(CNC(=O)c2cccc(N(C)C)c2)N2CCCC2)cc1 (configuration not stated) | 1 | 65 | 64 | 1% | -34% | 15 | 124 | -15 | 124
NC(=O)C1CCN(CC(=O)Nc2ccccn2)CC1 | 12 | 111 | 98 | -2% | -4% | -9 | 122 | 9 | 122
O=C(NC(NCc1ccccn1)(C(F)(F)F)C(F)(F)F)c1ccco1 | 3 | 84 | 81 | 8% | 1% | 3 | 181 | -3 | 181
O=C(O)CCC(=O)N1CCN(c2nc(-c3ccccc3Cl)c3cc(Br)ccc3n2)CC1 | -1 | 88 | 89 | -5% | -51% | -13 | 88 | 13 | 88
Cc1cc(C)nc(SCCC(=O)Nc2cccc3ccccc23)n1 | / | / | / | 8% | 10% | / | / | / | /
O=C(NCCN1CCN(C(=O)c2cccs2)CC1)C(=O)Nc1ccc(Br)cc1 | -9 | 107 | 116 | 2% | -38% | -5 | 152 | 5 | 152
CC(C)CCNC(=O)CN(C(=O)CCC(=O)Nc1ccccn1)c1ccc2c(c1)OCO2 | 16 | 109 | 93 | -10% | 13% | -9 | 142 | 9 | 142
Cc1ccc(NC(=O)Cn2nnc(C(=O)NCc3cccs3)c2N)cc1 | 15 | 110 | 95 | / | / | -11 | 162 | 11 | 162
O=C(NCCN1CCOCC1)c1cn(-c2ccccc2)nc1-c1cccs1 | 23 | 84 | 61 | -6% | -46% | -21 | 171 | 21 | 171
O=C(COC(=O)Cc1ccc(S(=O)(=O)N2CCCCC2)s1)Nc1ccc2c(c1)OCO2 | -12 | 25 | 36 | -106% | -27% | -3 | 188 | 3 | 188
O=C1Nc2ncccc2OC1CCO (configuration not stated) | 1 | 102 | 102 | 2% | 9% | -8 | 186 | 7 | 186
COc1ccc(C)cc1NC(=O)CCS(=O)(=O)c1cccc2nonc12 | 5 | 89 | 84 | 3% | 16% | -16 | 162 | 16 | 162
CCCCOc1ccccc1C1C(C(N)=O)=C(C)Nc2nnnn21 (configuration not stated) | 9 | 96 | 87 | -8% | 3% | -5 | 106 | 5 | 106
CCCCC(=O)NC1(C(F)(F)F)C(=O)Nc2c1c(=O)n(C)c(=O)n2C (configuration not stated) | -12 | 103 | 116 | -6% | 22% | -14 | 165 | 14 | 165
O=C(Nc1ccn(Cc2ccccc2F)n1)c1ccc(COc2ccc(Br)cc2)cc1 | / | / | / | 1% | 5% | -7 | 192 | 7 | 192
CCOC(=O)CCNC(=O)Nc1ccc2nc(C)n(Cc3ccc(Cl)cc3)c(=O)c2c1 | 13 | 102 | 89 | -6% | 0% | -18 | 156 | 18 | 156

Reprinted from the entries so far, 2 compounds:
SMILES | MRP resist rev | MRP resist rev cytotoxicity | MRP resist rev with doxorubicin | Bcl-B TR3 displacers | PLAP inhibitors HTS | NFkB transloc inh | NFkB transloc inh cell count 2 µM | NFkB transloc pot | NFkB transloc pot cell count 2 µM
Cc1cc(C)nc(SCCC(=O)Nc2cccc3ccccc23)n1 | / | / | / | 8% | 10% | / | / | / | /
O=C(NCCN1CCN(C(=O)c2cccs2)CC1)C(=O)Nc1ccc(Br)cc1 | -9 | 107 | 116 | 2% | -38% | -5 | 152 | 5 | 152

The listing continues:
SMILES | MRP resist rev | MRP resist rev cytotoxicity | MRP resist rev with doxorubicin | Bcl-B TR3 displacers | PLAP inhibitors HTS | NFkB transloc inh | NFkB transloc inh cell count 2 µM | NFkB transloc pot | NFkB transloc pot cell count 2 µM
CN(C(=O)c1ccc2c(c1)OCO2)C1(C(=O)NC2CCCCC2)CCCCC1 | 12 | 88 | 77 | 9% | -2% | 1 | 107 | -1 | 107
CC(C)N(CCc1ccncc1)C(=O)Nc1ccc(Cl)c(Cl)c1 | 10 | 88 | 77 | -7% | 16% | -43 | 172 | 43* | 172*
COCC(C)NC(=O)CCS(=O)(=O)c1nc(-c2ccc(OC)cc2)cc(C(F)(F)F)n1 (configuration not stated) | / | / | / | -5% | 19% | / | / | / | /
Cc1ccccc1C(=O)Nc1ccc(Br)c(C)n1 | 22 | 101 | 79 | -7% | 6% | -22 | 138 | 22 | 138
Cc1nn(C(C)C(=O)N2CCc3ccccc3C2)c(=O)c2cc3occc3n12 (configuration not stated) | 3 | 100 | 97 | -2% | -56% | / | / | / | /
COc1ccccc1NC(=O)c1cccnc1 | -7 | 102 | 109 | -4% | -13% | -21 | 59 | 21 | 59
NC(=O)c1cccc(S(=O)(=O)N2CCCCC2)c1 | 10 | 97 | 87 | 5% | 16% | -35 | 138 | 35 | 138
COc1ccccc1C(c1nnnn1CCc1ccccc1)N1CCN(c2ccccc2)CC1 (configuration not stated) | 8 | 77 | 69 | 3% | -68% | 0 | 150 | 0 | 150
COc1cccc(C(=O)CSc2nnc(CNS(C)(=O)=O)n2-c2ccc(C)cc2)c1 | -9 | 83 | 91 | 0% | -45% | -19 | 139 | 19 | 139
O=C(CSCc1ccc(Cl)cc1)N/N=C/c1ccccc1 | / | / | / | 1% | -3% | 2 | 144 | -2 | 144
O=C(c1ccco1)N1CCN(C(=O)c2cnn3c2NC(c2cccs2)CC3C(F)(F)F)CC1 (configuration not stated) | / | / | / | -1% | -18% | -6 | 149 | 6 | 149
CCOC(=O)N1CCC(NC(=O)CSc2cc(=O)n(CC)c3ccccc23)CC1 | -9 | 82 | 92 | -4% | -32% | 3 | 80 | -3 | 80

Results in MRP resist rev cytotoxicity, NFkB transloc pot and Bcl-B TR3 displacers, for some of the entries so far:
| SMILES | MRP resist rev cytotoxicity | NFkB transloc pot | Bcl-B TR3 displacers |
| --- | --- | --- | --- |
| COc1ccccc1C(c1nnnn1CCc1ccccc1)N1CCN(c2ccccc2)CC1 (configuration not stated) | 77 | 0 | 3% |
| COc1cccc(C(=O)CSc2nnc(CNS(C)(=O)=O)n2-c2ccc(C)cc2)c1 | 83 | 19 | 0% |
| O=C(CSCc1ccc(Cl)cc1)N/N=C/c1ccccc1 | / | -2 | 1% |
| O=C(c1ccco1)N1CCN(C(=O)c2cnn3c2NC(c2cccs2)CC3C(F)(F)F)CC1 (configuration not stated) | / | 6 | -1% |

Next section:
SMILES | MRP resist rev | MRP resist rev cytotoxicity | MRP resist rev with doxorubicin | Bcl-B TR3 displacers | PLAP inhibitors HTS | NFkB transloc inh | NFkB transloc inh cell count 2 µM | NFkB transloc pot | NFkB transloc pot cell count 2 µM
CCOC(=O)c1c(C)nc2sc3c(=O)n(-c4ccc(OC)cc4)nnc3c2c1-c1ccc(OC)cc1 | / | / | / | -2% | -24% | -5 | 134 | 5 | 134
Cc1cccc(C)c1NC(=O)c1ccc(CN2CCc3ccccc3C2)cc1 | / | / | / | 2% | -31% | -16 | 150 | 6 | 157
O=C1CC(c2ccc(S(=O)(=O)NC3CC3)cc2)CN1 (configuration not stated) | 26 | 113 | 87 | 18% | 7% | -9 | 140 | 9 | 140
COc1ccc(-c2nnc(NC(=O)C(C)C)s2)c(OC)c1 | -1 | 64 | 65 | 0% | 10% | -6 | 162 | 5 | 162
CC1=CCC2C(=O)N(Cc3ccccc3)C(=O)C2C1 (configuration not stated) | 16 | 95 | 79 | -2% | -13% | -19 | 170 | 19 | 170
COc1ccc(NC(=O)c2ccccc2O)c(OC)c1 | -10 | 58 | 68 | 4% | -22% | -7 | 156 | 7 | 156
Cn1c(-c2ccc(C(=O)c3ccccc3)s2)nc2ccccc21 | -6 | 79 | 85 | / | / | -6 | 119 | 6 | 119
COc1ccc(-c2nnc(SCC(=O)Nc3cc(C)on3)n2C)cc1OC | / | / | / | 0% | 10% | -18 | 127 | 17 | 127
